# AMA1 RON2 block = inhibitors of Plasmodium falciparum AMA1-RON2 interaction | Potency, µM (highest dose often 58.2 µM), for the others: at the highest dose activity change, negative = inhibition, most hits filed as inhibitors | AlphaScreen AMA1-biotinylated RON2 peptide binding | 360,000 tested, 0.2% active | AID 720542; active = well fitted inhibition curve with a large enough effect; inconclusive = small, poorly fitted or top-dose-only effect; inactive = no such curve, though single readings can be large or run the other way;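 also: 0% = vehicle wells and -100% = peptide control; nearly all actives have a fitted effect of over 45% in size; some results filed as inactive show a strong effect at the top dose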
#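 AMA1 (3D7) with his tag at 25 nM final met compounds first, then biotinylated RON2 peptide at 25 nM; detection used donor plus acceptor beads, 10 µg/mL apiece, read by AlphaScreen after 30 min at room temperature.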
# Active calls of the source: *; ? = inconclusive; [ ] = remark or other dose. Potency is read from the fitted curve at half-maximal effect. Only part of the results is shown. The share of hits here may be higher or lower than overall.
structure	AMA1 RON2 block
COC(=O)[C@@]12C[C@@H](CC(=O)N3CCSCC3)C(=O)N(Cc3ccco3)C1=CCC(C)(C)C2	-9%
CCC(=O)Nc1ccc2c(c1)OC[C@@H](C)N(C(=O)c1ccccn1)C[C@@H](C)[C@@H](OC)CN(C)C2=O	42%[activator]
O=C(NC1CCCCC1)C(C1CC1)n1c(=O)c(-c2ccco2)nc2ccccc21 (stereo not given)	6%
O=C(C(=O)N1CCN(C(=O)c2ccco2)CC1)c1cc2ccccc2o1	-3%
Cc1cccc(C)c1NC(=O)C(c1ccncc1)N1CCN(C)CC1 (stereo not given)	12%
CC(C)(C)OC(=O)C(Oc1ccccc1[N+](=O)[O-])C(=O)OC(C)(C)C	-13%
CC(C)(C)NC(=O)C(c1ccncc1)n1c(-c2ccc(C(F)(F)F)cc2)nc2ccccc21 (stereo not given)	-11%
CC(C)[C@H](NC(=O)OC(C)(C)C)c1cc(C(=O)N[C@@H](C)c2ccccc2)c(N)s1	21%
O=C(Nc1ccc(F)cc1)C(c1cccc(F)c1)N1CCN(CC(=O)N2CCCC2)CC1 (stereo not given)	-8%
CC(C)OC(=O)/C=C1\C[C@@H](c2ccccc2C(F)(F)F)O[C@@H](c2ccccc2C(F)(F)F)O1	1%
Cc1ccc(S(=O)(=O)Nc2ccccc2[N+](=O)[O-])cc1	-12%
CC(C)NC(=O)C1(C)CSCC(=O)N1C1CCN(Cc2ccccc2)CC1 (stereo not given)	4%
COC(=O)[C@]12CCCCC=C1N(Cc1ccc3c(c1)OCO3)C(=O)[C@H](CC(=O)N1CCC(c3ccccc3)CC1)C2	-28%
Cc1ccc(S(=O)(=O)N[C@H](CO)C(C)C)cc1	-5%
O=C(C[C@H]1CC[C@H](NC(=O)C2CCOCC2)[C@@H](CO)O1)NCc1ccncc1	-2%
O=C(NC1CCCCC1)C(c1cccc2ccccc12)n1c(=O)c(-c2ccco2)nc2ccccc21 (stereo not given)	-4%
O=C(N[C@H]1CC[C@H](CCNC(=O)C2CC2)O[C@@H]1CO)c1ccccn1	16%
O=C(C[C@@H]1CC[C@@H]2[C@H](COC[C@@H](O)CN2Cc2cc(F)ccc2F)O1)NCc1ccc(F)cc1	4%
CC(C)(C)OC(=O)Nc1ccccc1-n1nnnc1C(C(=O)c1ccccc1)N1CCN(c2ccccn2)CC1 (stereo not given)	19%
CCOC(=O)C1=NN(c2ccccc2)C2=NC(C)=C(C(=O)OC)C(c3cccs3)N12 (stereo not given)	7%
O=C(NC1CCCCC1)C(c1cc2ccccc2o1)n1c(=O)c(-c2ccco2)nc2ccccc21 (stereo not given)	12%
Cc1cccc(C)c1NC(=O)C(c1ccncc1)n1c(=O)c(-c2cc3ccccc3[nH]2)nc2ccccc21 (stereo not given)	12%
CC(C)(C)N1C(=O)c2ccccc2NC(=O)C1C(=O)Nc1ccc2c(c1)OCCO2 (stereo not given)	2%
Cc1cccc(C)c1NC(=O)C1(C)CSCC(=O)N1Cc1cccc(F)c1 (stereo not given)	-1%
CO[C@@H]1CN(C)C(=O)c2cc(NC(=O)NC3CCCCC3)ccc2OC[C@@H](C)N(CC2CCOCC2)C[C@@H]1C	-1%
COC(=O)C[C@@H]1OC[C@H](Cc2ccccc2)N1S(=O)(=O)c1ccc(C)cc1	-2%
COc1cccc(C(=O)Nc2ccc3c(c2)OC[C@H](C)N(CCc2ccccc2)C[C@@H](C)[C@@H](OC)CN(C)C3=O)c1	-2%
CC(=O)C[C@@H]1OC[C@H](C(C)C)N1S(=O)(=O)c1ccc(C)cc1	-2%
CCCCNC(=O)C[C@@H]1C[C@@]2(C(=O)OCC)CCCC=C2N(Cc2ccccc2)C1=O	-9%
CCCCNC(=O)C(NC(=O)c1ccc(-c2ccccc2)cc1)C(=O)c1ccccc1 (stereo not given)	4%
COc1cc(C(=O)C(=O)N2CCN(c3ccccc3)CC2)cc(OC)c1OC	-15%
CCCCCCCCN1C(=O)[C@H](CC(=O)NCCCOCCCC)C[C@@]2(C(=O)OC)CC(C)(C)CC=C12	-3%
Cc1ccc(S(=O)(=O)N2CC(CO)=CCC2c2ccccc2)cc1 (stereo not given)	2%
Nc1sc(-c2ccccc2)cc1C(=O)N1CCNCC1	-9%
Cc1cccc(C)c1NC(=O)C(c1ccccc1)n1c(=O)c(-c2cc3ccccc3[nH]2)nc2ccccc21 (stereo not given)	60%[activator]
CCCCCNC(=O)C(C1CC1)n1c(=O)c(-c2cc3ccccc3[nH]2)nc2ccccc21 (stereo not given)	85%[activator]
COCCCNC(=O)C[C@@H]1C[C@@]2(C(=O)OC)CCCCC=C2N(CCc2ccc(OC)c(OC)c2)C1=O	0%
CCOC(=O)C1=CCC(c2cc3ccccc3[nH]2)NC1 (stereo not given)	13%
O=C(NCc1ccccc1)C(c1ccccc1F)n1c(=O)c(-c2ccco2)nc2ccccc21 (stereo not given)	19%
O=C(C(=O)N(C1CCCCC1)C1CCCCC1)c1ccccc1	-10%
CCCCCCCCN1C(=O)[C@H](CC(=O)NCc2cccc3ccccc23)C[C@@]2(C(=O)OCC)CCC=C12	-18%
C=CCn1nc(C(=O)Nc2ccc(OC)cc2)cc1-c1sc(NC(=O)c2ccccc2)nc1C	-20%
COC(=O)[C@@]12C[C@@H](CC(=O)N3CCOCC3)C(=O)N(CCc3ccc(OC)c(OC)c3)C1=CCC(C)(C)C2	-2%
Cc1cccc(C)c1NC(=O)C(c1ccccc1)N1CCN(C)CC1 (stereo not given)	-23%
O=C(NC1CCCCC1)C(CCc1ccccc1)n1c(=O)c(-c2ccccc2)nc2ccccc21 (stereo not given)	-3%
COc1ccc(C(=O)C(=O)N2CCN(c3ccc(C)cc3)CC2)cc1OC	1%
CCCCCNC(=O)C(C1CC1)n1c(=O)c(-c2ccccc2)nc2ccccc21 (stereo not given)	10%
O=C(C(=O)N1CCC(Cc2ccccc2)CC1)c1cccc(Br)c1	-4%
COc1ccc(N2c3ccccc3CN(Cc3ccccc3)[C@@H](C)[C@H]2Cc2ccc(-c3ccccc3)cc2)cc1	-12%
Cc1cccc(C)c1NC(=O)C1(C)CSCC(=O)N1CCc1ccccc1 (stereo not given)	-9%
COC(=O)C[C@H]1CC[C@H]2NC[C@@H](O)COC[C@@H]2O1	6%
CCC(CC)C(C(=O)NCc1ccccc1)N(C)Cc1ccc(Cl)c(Cl)c1 (stereo not given)	9%
COC(=O)C1(C(=O)OC)C[C@H](/C=C/c2ccccc2)N(Cc2ccccc2OC)[C@@H]1c1cccc(Br)c1	-10%
CCCNC(=O)C[C@H]1CC[C@@H]2[C@H](COC[C@@H](O)CN2C(=O)c2ccccn2)O1	3%
COC(=O)C[C@@H]1C=C[C@H](NC(=O)Nc2ccc(F)cc2)[C@@H](CO)O1	6%
CC(C)CN1C(=O)CSCC1(C)C(=O)NCc1ccccc1 (stereo not given)	-6%
Cc1ccc([C@H]2C(C(=O)O)=CCN2S(=O)(=O)c2ccc(C)cc2)cc1	-7%
CC1=C(C(=O)N2CCCCCC2)CC(CC(=O)NCCc2ccccn2)C(=O)N1CCCN1CCCC1=O (stereo not given)	3%
O=c1c(-c2ccccc2)nc2ccccc2n1C(CCc1ccccc1)c1nc2ccccc2[nH]1 (stereo not given)	-7%
O=C(Nc1ccc(F)cc1)C(c1cc2ccccc2o1)N1CCN(c2ccncc2)CC1 (stereo not given)	0%

# Later entries.
molecule	AMA1 RON2 block
COC(=O)[C@@]12C[C@@H](CC(=O)NCCCCc3ccccc3)C(=O)N(CCc3ccc(OC)c(OC)c3)C1=CCC(C)(C)C2	-21%
Cc1cccc(C)c1NC(=O)C(C1CC1)n1c(-c2ccc(-c3ccccc3)cc2)nc2ccccc21 (stereo not given)	-3%
CCCCCCCCN1C(=O)[C@H](CC(=O)N2CCCCC2)C[C@@]2(C(=O)OC)CC(C)(C)CC=C12	-12%
CCCCOCCCNC(=O)C[C@@H]1C[C@@]2(C(=O)OC)CC(C)(C)CC=C2N(Cc2cccc3ccccc23)C1=O	-12%
CC(C)CNC(=O)C1C(=O)Nc2ccccc2C(=O)N1C(C)(C)C (stereo not given)	1%
COc1ccc(O)cc1CN1CCN(c2ncc(Cc3ccccc3)cn2)CC1	?
COC(=O)C[C@H]1C=C[C@@H](NS(=O)(=O)c2ccccc2)[C@@H](CO)O1	2%
CCCCCCCCN1C(=O)[C@H](CC(=O)NCc2ccccc2)C[C@@]2(C(=O)OCC)CCC=C12	-15%
O=C1C=C(OCCF)CC(c2cccc(Cl)c2)O1 (stereo not given)	-7%
COC(=O)C[C@H]1CC[C@H](NC(=O)Nc2ccccc2)[C@@H](CO)O1	4%
COC(=O)C[C@H]1C=C[C@H](NC(=O)Nc2ccccc2)[C@@H](CO)O1	18%
N#Cc1cccnc1N1CCN(C(C(=O)NC2CCCC2)c2ccc(F)cc2)CC1 (stereo not given)	6%
CCc1c(-c2cccc(Br)c2)ncn1Cc1cccc(-c2ccccc2)c1	0%
COC(=O)[C@]12CCCCC=C1N(CCc1ccc(OC)c(OC)c1)C(=O)[C@H](CC(=O)N1CCN(C(=O)C3CC3)CC1)C2	-8%
CC1(C)CC(Cc2ccc(C(F)(F)F)cn2)N(C(=O)OC(C)(C)C)C1 (stereo not given)	4%
CC1(C(=O)Nc2ccc3c(c2)OCCO3)CN(S(C)(=O)=O)CC(=O)N1Cc1ccco1 (stereo not given)	-1%
CCC(C(=O)NC1CCCC1)n1c(C2CC2)nc2ccccc21 (stereo not given)	-2%
CO[C@@H]1CN(C)C(=O)c2cc(NC(=O)C3CC3)ccc2OC[C@H](C)N(C(=O)CN2CCOCC2)C[C@@H]1C	-9%
Cc1ccc(S(=O)(=O)N2[C@@H](CO)CO[C@H]2CC(=O)OCc2ccccc2)cc1	17%
Cc1cccc(C)c1NC(=O)C(c1ccc(C(F)(F)F)cc1)n1c(=O)c(-c2cc3ccccc3[nH]2)nc2ccccc21 (stereo not given)	60%[activator]
CCC(c1nc2ccccc2[nH]1)n1c(-c2cccnc2)nc2ccccc21 (stereo not given)	0%
COc1ccc(C2c3c(oc4ccccc4c3=O)C(=O)N2CCCN2CCOCC2)cc1 (stereo not given)	-8%
O=C(NCc1ccccc1)C1C(=O)Nc2ccccc2C(=O)N1c1ccc2c(c1)OCCO2 (stereo not given)	-21%
Cn1cc([C@]2(O)C(=O)Nc3c(F)cccc32)c2ccccc21	-10%
CC(=O)[C@H]1CC[C@@H](c2ccccc2)N(S(=O)(=O)c2ccc(C)cc2)C1	6%
CSCCC(c1nc2ccccc2[nH]1)n1c(-c2ccc(C)cc2)nc2ccccc21 (stereo not given)	-26%
CCCCCCCCN1C(=O)[C@H](CC(=O)NCc2ccccc2)C[C@@]2(C(=O)OC)CC(C)(C)CC=C12	-19%
COc1ccc(C(C(=O)NCc2ccccc2)n2c(=O)c(-c3cc4ccccc4[nH]3)nc3ccccc32)cc1 (stereo not given)	63%[activator]
O=C(Nc1ccc(F)cc1)N[C@@H]1CC[C@@H](CCn2cc(-c3ccc(F)cc3)nn2)O[C@@H]1CO	3%
Cc1ccc(S(=O)(=O)N2C3CCCCC3O[C@H]2CC(=O)Oc2ccccc2)cc1 (stereo not given in full)	-11%
CCCCCCCCN1C(=O)[C@H](CC(=O)NCCCC)C[C@@]2(C(=O)OC)CC(C)(C)CC=C12	-6%
COC(=O)[C@@]12C[C@@H](CC(=O)NCCCN3CCCC3=O)C(=O)N(Cc3ccccc3)C1=CCC(C)(C)C2	5%
Nc1sc(-c2ccccc2)cc1C(=O)NCCc1ccc(Cl)cc1	31%[activator]
O=c1c2ccccc2nnn1CSc1nc2cc(Cl)ccc2c(=O)n1Cc1ccco1	6%
CSCCC(C(=O)NCc1ccccc1)n1c(C2CCN(C(C)=O)CC2)nc2ccccc21 (stereo not given)	-5%

# Grouped by structure: the entries above with fluorine.
molecule	AMA1 RON2 block
CC(C)(C)NC(=O)C(c1ccncc1)n1c(-c2ccc(C(F)(F)F)cc2)nc2ccccc21 (stereo not given)	-11%
O=C(Nc1ccc(F)cc1)C(c1cccc(F)c1)N1CCN(CC(=O)N2CCCC2)CC1 (stereo not given)	-8%
CC(C)OC(=O)/C=C1\C[C@@H](c2ccccc2C(F)(F)F)O[C@@H](c2ccccc2C(F)(F)F)O1	1%
O=C(C[C@@H]1CC[C@@H]2[C@H](COC[C@@H](O)CN2Cc2cc(F)ccc2F)O1)NCc1ccc(F)cc1	4%
Cc1cccc(C)c1NC(=O)C1(C)CSCC(=O)N1Cc1cccc(F)c1 (stereo not given)	-1%
O=C(NCc1ccccc1)C(c1ccccc1F)n1c(=O)c(-c2ccco2)nc2ccccc21 (stereo not given)	19%
COC(=O)C[C@@H]1C=C[C@H](NC(=O)Nc2ccc(F)cc2)[C@@H](CO)O1	6%
O=C(Nc1ccc(F)cc1)C(c1cc2ccccc2o1)N1CCN(c2ccncc2)CC1 (stereo not given)	0%
O=C1C=C(OCCF)CC(c2cccc(Cl)c2)O1 (stereo not given)	-7%
N#Cc1cccnc1N1CCN(C(C(=O)NC2CCCC2)c2ccc(F)cc2)CC1 (stereo not given)	6%
CC1(C)CC(Cc2ccc(C(F)(F)F)cn2)N(C(=O)OC(C)(C)C)C1 (stereo not given)	4%
Cc1cccc(C)c1NC(=O)C(c1ccc(C(F)(F)F)cc1)n1c(=O)c(-c2cc3ccccc3[nH]2)nc2ccccc21 (stereo not given)	60%[activator]
Cn1cc([C@]2(O)C(=O)Nc3c(F)cccc32)c2ccccc21	-10%
O=C(Nc1ccc(F)cc1)N[C@@H]1CC[C@@H](CCn2cc(-c3ccc(F)cc3)nn2)O[C@@H]1CO	3%

# Bioassay records deposited in PubChem BioAssay by National Center for Advancing Translational Sciences (NCATS).
